Source: PubChem
CHO-K1 Ca antag: counter-screen for M1 antagonists: effect in parental CHO-K1 cells; 0.6% of 360,000 active; inhibition, % at 3 µM; ATP-induced calcium, Fluo-8 fluorescence; AID 602250;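 active = inhibition above a per-plate cutoff, the plate's mean sample inhibition plus 3 SD, cut at about 24% in these data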;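 also: 0% = DMSO plus EC80 ATP and 100% = DMSO alone without ATP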
TAAR1 agonist: human TAAR1 agonists, primary screen, Fluo-8 calcium fluorescence, CHO RD-HGA16 cells; activation, % at 3 µM; Trace amine-associated receptor 1 (Homo sapiens), Q96RJ0; 0.99% of 360,000 active; vehicle wells 0%, saturating PEA agonist 100%;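 active = activation above the mean activation of all test compounds in the run plus 3 SD, cut at about 38% in these data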
Target sequence (Q96RJ0 whole entry, looked up): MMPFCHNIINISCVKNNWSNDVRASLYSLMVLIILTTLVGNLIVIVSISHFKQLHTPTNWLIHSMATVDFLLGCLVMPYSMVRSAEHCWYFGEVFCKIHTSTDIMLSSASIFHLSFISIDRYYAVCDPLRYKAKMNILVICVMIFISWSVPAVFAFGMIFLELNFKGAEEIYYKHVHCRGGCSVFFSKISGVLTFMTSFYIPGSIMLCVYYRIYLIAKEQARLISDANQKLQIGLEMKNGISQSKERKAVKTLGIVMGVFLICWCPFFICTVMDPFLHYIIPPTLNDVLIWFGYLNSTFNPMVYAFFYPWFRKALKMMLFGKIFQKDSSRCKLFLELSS
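Test system: RD-HGA16 (CHO) cells co-expressing Gα16 and hTAAR1 / Benchmarks: DMSO vehicle as 0%, PEA at EC100 as 100% / Repeats: no replicates (n 1) / Measure: % activation from peak over basal fluorescence ratio, DMSO-to-PEA scaled / Timing: 17-24 h plating, Fluo-8 75 min 37 °C, 30 min RT / Technique: kinetic Fluo-8 calcium fluorescence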
V1aR counter: agonists of human V1a receptor, primary screen, counter-screen for OXTR agonist project, fluorescence, CHO-V1R cells | 0.25% of 320,000 active | activation, % at 3 µM | AID 2797, 2010 | Fluo-8 calcium fluorescence, agonist mode; 0% DMSO, 100% 3 nM vasopressin;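 active = activation above the mean activation of all tested compounds plus 3 SD, per screening run, cut at about 20% in these data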;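 also: signal is peak over basal fluorescence ratio across a 100 second FLIPR read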
Target sequence (P37288 whole entry, looked up): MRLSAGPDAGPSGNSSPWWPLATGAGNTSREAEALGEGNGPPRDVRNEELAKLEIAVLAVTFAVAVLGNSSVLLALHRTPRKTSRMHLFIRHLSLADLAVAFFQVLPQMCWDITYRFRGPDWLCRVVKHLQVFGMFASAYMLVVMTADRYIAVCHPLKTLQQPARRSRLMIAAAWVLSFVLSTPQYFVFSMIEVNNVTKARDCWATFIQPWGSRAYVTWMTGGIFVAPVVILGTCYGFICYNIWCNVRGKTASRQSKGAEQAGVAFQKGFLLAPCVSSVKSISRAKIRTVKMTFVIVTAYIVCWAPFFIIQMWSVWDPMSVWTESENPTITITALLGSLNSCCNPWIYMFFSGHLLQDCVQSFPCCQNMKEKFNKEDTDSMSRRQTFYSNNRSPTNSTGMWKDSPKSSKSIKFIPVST
OXTR potentiate: human OXTR potentiators, primary screen, fluorescence, CHO-OTR cells, Fluo-8 calcium | activation, % at 3 µM | Oxytocin receptor (Homo sapiens), P30559 | AID 2445, 2010 | Fluo-8 calcium fluorescence, potentiator mode; 0% = oxytocin EC15, 100% = EC100 | 0.061% of 320,000 active;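 active = activation above that plate's cutoff, the mean activation of tested compounds plus 3 SD, cut at about 6.6% in these data, passing the limit was not always enough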;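 also: 100% uses oxytocin at 75 nM as the full agonist control; some results filed as inactive read as strong as hits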
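Replication – single well per compound, singlicate · Assay system – CHO cell line stably expressing human OTR · Timing – 6 min pre-incubation, 100 s read · Measure – normalized max/min fluorescence ratio, % activation · Doses – 3.0 µM, one dose · Detection – Fluo-8 calcium dye fluorescence · Probe or stimulus – oxytocin near EC15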
CHO-K1 Ca PAM: nonselective calcium activators in parental CHO-K1 cells, primary screen, counter-screen for M1 PAM project, cell-based, Fluo-8 calcium fluorescence, full deck, 1536-well. activation, % at 3 µM. 0.02% of 360,000 active. AID 602247, 2012. ATP EC20; 0% at ATP EC20, 100% at ATP max;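 active = activation above the run cutoff, the mean activation of all test compounds plus 3 SD, cut at about 40% in these data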;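 also: peak over basal fluorescence ratio in a 140 s read after ATP addition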
CHRM1 agonist: human M1 muscarinic receptor agonists, primary screen, Fluo-8 calcium fluorescence, CHO-K1 cells, HTS | 0.33% of 360,000 active | activation, % at 3 µM | Muscarinic acetylcholine receptor M1 (Homo sapiens), P11229 | CHO-K1 hM1, agonist mode; 0% DMSO, 100% acetylcholine EC100;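 active = activation above the run's mean compound activation plus 3 SD, cut at about 16% in these data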;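 also: peak over basal fluorescence ratio within a 140 s kinetic read after compound addition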
CHO parental Ca: ATP-evoked calcium signal inhibitors, parental CHO, primary screen, counter-screen for OX1R antagonist project, cell-based, fluorescence, Fluo-8 calcium dye. parental CHO-K1, ATP-induced calcium, Fluo-8 fluorescence. inhibition, % at 5.6 µM. 0.63% of 330,000 active;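 active = inhibition above that plate's mean sample inhibition plus 3 SD, cut at about 26% in these data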;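 also: 0% = ATP-challenged DMSO wells and 100% = DMSO wells without ATP; some compounds past the cut are filed as inactive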
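Assay system – parental CHO cells · Reagent – ATP stimulus · Detection – intracellular calcium via Fluo-8 no-wash fluorescent dye · Evaluation – percent inhibition of ATP-evoked calcium rise, normalized to controls · Controls – ATP wells versus no-ATP DMSO wells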
M1 ag parental: counter-screen for M1 agonists: effect in parental CHO-K1 cells; Fluo-8 calcium fluorescence; scaled to maximal ATP response, vehicle zero; activation, % at 3 µM; 0.48% of 360,000 active; in the data active = activation above about 15%;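 also: untransfected CHO-K1 host cells lacking M1 receptor as counterscreen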
TAAR1 antagonist: human TAAR1 antagonists, primary screen, Fluo-8 calcium fluorescence, CHO RD-HGA16 cells; Trace amine-associated receptor 1 (Homo sapiens), Q96RJ0; antagonist; inhibition, % at 3 µM; 1.5% of 360,000 active;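 active = inhibition above a per-plate cutoff, the mean inhibition of test compounds on that plate plus 3 SD, cut at about 49% in these data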;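 also: 0% = DMSO plus EC80 beta-PEA response and 100% = DMSO alone without agonist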
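Assay system: RD-HGA16 CHO cells with stable hTAAR1 and Gα16 / Reagent: EC80 β-phenethylamine stimulus / Doses: 3 µM, single point / Timing: dye loading 75 min at 37 °C, then 30 min room temperature / Measured by: Fluo-8 intracellular calcium dye fluorescence, real-time kinetic reads / Controls: vehicle wells and EC80 agonist wells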
Active calls of the source: *; nt = not tested or not shown; & = joins results of further samples.

Start of the listing, in advance (3 entries):
SMILES	CHO-K1 Ca antag	TAAR1 agonist	V1aR counter	OXTR potentiate	CHO-K1 Ca PAM	CHRM1 agonist	CHO parental Ca	M1 ag parental	TAAR1 antagonist
O=C1N=C(N2CCOCC2)S/C1=C\c1cccnc1	-4	2	0.8	-3	-7	-4	7	0.0	-9
CC12CCC(C(=O)Nc3cccc4ccccc34)(C1Br)C2(C)C (configuration not stated)	-14	-2	-1.6	-9	19	2	-14	0.1	6
Cc1ccc(CN(C)C(=O)CN2C(=O)NC(c3ccccc3)(c3ccccc3)C2=O)c(C)c1	2	-1	2.2	-4	1	-5	-22	0.7	-12

This part in full, repeating the preview:
SMILES	CHO-K1 Ca antag	TAAR1 agonist	V1aR counter	OXTR potentiate	CHO-K1 Ca PAM	CHRM1 agonist	CHO parental Ca	M1 ag parental	TAAR1 antagonist
O=C1N=C(N2CCOCC2)S/C1=C\c1cccnc1	-4	2	0.8	-3	-7	-4	7	0.0	-9
CC12CCC(C(=O)Nc3cccc4ccccc34)(C1Br)C2(C)C (configuration not stated)	-14	-2	-1.6	-9	19	2	-14	0.1	6
Cc1ccc(CN(C)C(=O)CN2C(=O)NC(c3ccccc3)(c3ccccc3)C2=O)c(C)c1	2	-1	2.2	-4	1	-5	-22	0.7	-12
Cc1ccc(C(=O)N2CCCC(Nc3ccc(F)c(F)c3)C2)cn1 (configuration not stated)	-6	1	-0.9	-2	-2	-1	-15	0.2	-1
CCOc1ccccc1C(=O)N1CCN(c2ccc(C(F)(F)F)cn2)CC1	11	13	7.1	-22	-3	-5	-10	5.4	1
CCN(CCCNS(=O)(=O)c1ccc2c(c1)oc(=O)n2C)c1cccc(C)c1	2	5	2.4	-16	23	-2	0	1.0	26
COCCN1C(=O)c2ccccc2C(C(=O)NCCCN2CCCC2)C1c1c[nH]c2ccccc12 (configuration not stated)	nt	3	-0.5	1	nt	nt	-13	nt	-11
Cc1cc(C)cc(C(=O)NCC(=O)OC(C)C(=O)N(C)c2ccccc2)c1 (configuration not stated)	-17	9	-0.9	-1	17	-4	-18	1.4	5
COc1cccc(OCc2cc(C(=O)N(C)CCC3CCCCO3)no2)c1 (configuration not stated)	5	1	3.5	-13	-10	-2	-17	1.2	-33
CCc1c(C)c2ccc(OCC(=O)NCC3CCC(C(=O)O)CC3)c(C)c2oc1=O (configuration not stated)	-4	1	1.3	5	-10	-3	3	0.1	-20
NC1=NC(=O)/C(=C/c2ccccc2OS(=O)(=O)c2ccc3ccccc3c2)S1	-8	1	0.2	0	15	-3	5	-0.1	1
CS(=O)(=O)N1CCN(c2ccc(NC(=O)COc3ccccc3)cc2)CC1	-3	4	3.1	-2	-2	-2	0	1.9	1
Nc1nc2ccc(C(=O)Nc3ccc(N4CCOCC4)cc3)cc2s1	14	6	-0.4	2	-19	-1	-14	1.2	-2
COc1ccccc1NC(=O)Cc1noc(CSc2nnc(C)n2C)n1	-9	1	0.7	-4	11	-1	-14	0.8	11
O=C(CN(Cc1ccccc1)S(=O)(=O)c1ccccc1)N/N=C/c1ccccc1[N+](=O)[O-]	17	6	-0.4	-4	-16	-4	-11	-0.2	9
CCOC(=O)c1c(CC(C)C)csc1NC(C)=O	-14	14	-0.3	-1	11	-2	-20	-0.5	-3
Cc1nc2ccc(NC(=S)NC3CCCCC3)cc2nc1C	-1	1	0.4	-6	7	-5	2	1.9	24
O=C(CSc1ncn[nH]1)N1CCCCC1	-18	0	0.2	-3	17	-1	7	0.4	-10
CC(=O)Nc1ccc(NC(=O)CC2CCCC2)cc1	-13	0	-0.3	-7	16	-4	9	0.8	-5
COc1ccccc1C(=O)NCc1ccc2c(c1)OCO2	-23	8	0.8	6	12	-1	-7	0.9	-4
O=C1c2ccccc2N[C@@H]2C=CC[C@@H]2N1O	-26	1	nt	nt	13	-2	-1	0.6	-19
O=C(N1CCCCCC1)N1CCN(C(=O)N2CCOCC2)CC1	20	10	1.5	-6	-8	-1	-2	0.0	-8
COC(=O)CNC(c1ccccc1)c1cc(Br)ccc1NS(=O)(=O)c1ccccc1 (configuration not stated)	-3	1	0.9	-17	14	-4	-15	-0.3	-3
O=C(CSc1nnc(-c2ccc(OC(F)F)cc2)o1)NCc1cccs1	-4	1	1.1	-6	15	-3	-12	1.4	7
CCOC(=O)NC(=S)Nc1cccc(NC(=S)NC(=O)OCC)c1	6	5	1.4	-5	-5	-6	-10	-0.2	12
CSc1sc(C(=O)NNC(C)=O)c2c1C1(CCC2)SCCS1	0	7	0.8	0	-5	0	-7	0.2	-17
COC(=O)c1c(NC(=O)Cn2cc([N+](=O)[O-])cn2)sc2c1CCC2	-10	10	0.3	-9	21	-2	-5	0.4	3
O=C(/C=C/c1ccccc1)c1ccc(NC2=NCCCS2)cc1	2	5	2.4	-10	22	-6	10	9.3	-10
CCc1ccc(OCC(=O)N/N=C\c2ccco2)c([N+](=O)[O-])c1	-4	1	-0.4	-9	3	-1	-11	-0.1	7
N#CCC(=N)N1CCN(c2ccc(F)cc2)CC1	-9	9	-0.5	2	7	-5	-16	0.8	3
CC(NC(=O)CN(c1cccc(C(F)(F)F)c1)S(C)(=O)=O)c1ccccc1 (configuration not stated)	-9	1	4.3	-11	14	7	-13	3.2	13
CCOC(=O)c1[nH]cnc1C(=O)Nc1ccc(C)cc1	0	7	0.9	3	3	1	-22	-0.4	-45
O=S(=O)(Cc1ccccc1)NCCc1ccc(F)cc1	1	2	-0.1	-1	-1	-4	-9	0.5	-10
NC(=S)Nc1cccc(Cl)c1	-9	-1	0.5	-11	1	-3	4	0.4	-2
CC1CCCCC1NC(=O)COC(=O)c1ccc([N+](=O)[O-])o1 (configuration not stated)	1	1	nt	nt	-5	2	nt	0.5	-5
C#CCOCCOCCOCCNc1nc(N2CCN(C(=O)[C@H](CCCCN)n3cc([C@@H](N)C(C)CC)nn3)CC2)nc(N2CCN(C(=O)[C@H](Cc3cc4ccccc4[nH]3)n3cc([C@@H](N)CC(C)C)nn3)CC2)n1 (some centres not stated)	13	nt	0.9	-1	-19	3	1	-0.3	nt
O=C(CN1C(=O)NC2(CCCC2)C1=O)Nc1cccc(Cl)c1Cl	5	1	0.4	1	-4	0	-8	1.4	-3
CCCCn1c(CNC(=O)C23CC4CC(CC(C4)C2)C3)nnc1SCC(=O)Nc1nnc(C)s1	-1	-1	0.2	-6	29	-1	-7	2.1	4
Cc1ccc(NC(=O)CSc2nnc(Cc3ccccc3)c(=O)[nH]2)c(C)c1	-8	5	-0.3	-1	17	-3	-10	1.4	-18
CC(CNC(=O)c1ccc(C(C)(C)C)cc1)CN(C)C (configuration not stated)	-6	4	0.5	-11	25	-15	-6	0.2	0
O=C(COC(=O)CN1CCSC1=O)Nc1ccc(F)cc1Cl	-15	1	1.6	-5	7	-3	1	0.2	-7
CCC(C(=O)Nc1nc(C)c(C)s1)c1ccccc1 (configuration not stated)	-2	5	0.2	-11	1	-6	-5	0.9	3
O=C(COc1ncnc2ccccc12)N1CCN(S(=O)(=O)c2ccc(Cl)cc2)CC1	63*	10	2.0	-13	0	-3	-22	-0.3	-1
Fc1ccc(-c2nc3c4ccccc4ccn3c2CC2CCCCC2)cc1	-7	1	nt	nt	6	-2	nt	0.0	-41
CCN(CC)C(=O)CSc1nnc(C2CCCCC2)o1	8	14	1.4	-6	-3	-2	-17	-0.3	6
CCOC(=O)CCCn1c(C)nc(=O)c(-c2ccccc2)c1C	-18	0	0.2	-5	21	1	-14	1.2	14
CCc1ccc(NC(=O)C2CCN(S(C)(=O)=O)CC2)cc1	-3	2	0.8	-11	8	0	-3	0.2	-3
O=C(NCc1cccs1)c1nc2c(nnn2Cc2ccc(F)cc2)c(=O)[nH]1	-3	7	-0.7	-4	-10	-1	-9	-0.2	5
Cc1[nH]c2ccccc2c1C(c1ccccn1)N1CCC(C(N)=O)CC1 (configuration not stated)	-7	0	0.5	-6	-3	-2	-5	-0.3	9
CSC(=NCCCN1CCOCC1)NS(=O)(=O)c1cccs1	-11&-9	0&2	0.8	-5	14&18	-6&-5	-15	0.1&0.6	-17&3

Next section.
SMILES	CHO-K1 Ca antag	TAAR1 agonist	V1aR counter	OXTR potentiate	CHO-K1 Ca PAM	CHRM1 agonist	CHO parental Ca	M1 ag parental	TAAR1 antagonist
CN(C)C(=S)Nc1ccc(Br)c(Cl)c1	-2	0	1.4	-1	23	-3	-6	0.9	-36
CCOC(=O)c1cc(CC)sc1NC(=O)CN1CCN(C(=O)C2CCCO2)CC1 (configuration not stated)	-3	0	-0.7	3	28	3	-19	-0.4	-24
COC(=O)c1cc(NC(=O)Cn2c(=O)oc3ccccc32)cc(C(=O)OC)c1	-19	5	1.9	-4	13	-4	-15	2.1	1
CCOC(=O)C1(C)CCCCCN1C(=O)c1ccc(C(F)(F)F)nc1C (configuration not stated)	5	2	nt	nt	10	-1	nt	0.1	6
CC(=O)c1c(C)[nH]c(C(=O)NCc2ccccn2)c1C	-5	8	-0.4	-4	14	-2	-5	0.2	-6
O=C(CSCc1cnn(-c2ccccc2)c1-n1cccc1)NCc1cccnc1	0	4	-0.3	-3	14	-7	6	3.1	-15
N#Cc1ccc(C(=O)NC(=S)N2CCOCC2)cc1	-6	1	0.6	-2	10	-4	-9	0.3	-2
CCC(=O)Nc1cccc(NC(=S)NC(=O)c2ccc(Cl)cc2Cl)c1	-8	1	3.3	-6	11	-9	-21	7.7	10
O=C(C1=C[C@H](c2ccccc2)C[C@H](OCc2ccc(CO)cc2)O1)N1CCN(Cc2ccccc2)CC1	-18	8	0.8	-4	-6	-9	-22	0.0	27
CC1(c2nnc(-c3ccc(Cl)cc3)o2)CC(c2cccc(Cl)c2)=NO1 (configuration not stated)	1	1	0.2	-1	12	-5	-16	-0.3	3
CCN1CCN(c2nc(Nc3ccccc3)nc(N)c2[N+](=O)[O-])CC1	-4	0	0.1	-5	11	-8	-8	1.9	-3
COc1ccccc1N(C(=O)CCl)c1cn(C(C)=O)c2ccccc12	-10	1	0.1	-1	18	-6	-15	0.6	-3
